HADH2 inh – blocks human hydroxyacyl-CoA dehydrogenase type II | Q99714 | recombinant HADH2, NADH fluorescence, beta-hydroxybutyryl-CoA | Potency, µM (titrated, usually from 57.1 µM), for the others: at the highest dose activity change, negative = inhibition, actives largely listed as inhibitors | hit rate 3.4% among 73,000 | AID 886; note: potency is the fitted concentration of half-maximal effect; % is set by controls: 0 for no effect and ±100 for the full control effect; nearly all actives have a fitted effect of over 60% in size; many of its hits are not listed in these tables
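His-tagged recombinant enzyme from E. coli, 20 nM, preincubated 15 min RT with compound; reaction started with 1 mM NAD+ and 90 uM beta-hydroxybutyryl-CoA in 100 mM Tris-HCl pH 9.0. NADH fluorescence (ex 360/em 450) read over 4 min; last-minus-first difference.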
Tau filament bind – tau filament binding; P10636; recombinant tau filaments, thioflavin S fluorescence, 15 h; filaments grown with octadecylsulfate alongside compound; Potency, µM (doses to about 57.1 µM), inactives show top-dose activity change, negative = inhibition; hit rate 2% among 71,000; AID 596;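 note: potency is the fitted concentration of half-maximal effect; % is set by controls: 0 for no effect and ±100 for the full control effect; actives lower thioflavin S fluorescence by blocking filaments or displacing dye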
Target sequence (P10636 whole entry, looked up): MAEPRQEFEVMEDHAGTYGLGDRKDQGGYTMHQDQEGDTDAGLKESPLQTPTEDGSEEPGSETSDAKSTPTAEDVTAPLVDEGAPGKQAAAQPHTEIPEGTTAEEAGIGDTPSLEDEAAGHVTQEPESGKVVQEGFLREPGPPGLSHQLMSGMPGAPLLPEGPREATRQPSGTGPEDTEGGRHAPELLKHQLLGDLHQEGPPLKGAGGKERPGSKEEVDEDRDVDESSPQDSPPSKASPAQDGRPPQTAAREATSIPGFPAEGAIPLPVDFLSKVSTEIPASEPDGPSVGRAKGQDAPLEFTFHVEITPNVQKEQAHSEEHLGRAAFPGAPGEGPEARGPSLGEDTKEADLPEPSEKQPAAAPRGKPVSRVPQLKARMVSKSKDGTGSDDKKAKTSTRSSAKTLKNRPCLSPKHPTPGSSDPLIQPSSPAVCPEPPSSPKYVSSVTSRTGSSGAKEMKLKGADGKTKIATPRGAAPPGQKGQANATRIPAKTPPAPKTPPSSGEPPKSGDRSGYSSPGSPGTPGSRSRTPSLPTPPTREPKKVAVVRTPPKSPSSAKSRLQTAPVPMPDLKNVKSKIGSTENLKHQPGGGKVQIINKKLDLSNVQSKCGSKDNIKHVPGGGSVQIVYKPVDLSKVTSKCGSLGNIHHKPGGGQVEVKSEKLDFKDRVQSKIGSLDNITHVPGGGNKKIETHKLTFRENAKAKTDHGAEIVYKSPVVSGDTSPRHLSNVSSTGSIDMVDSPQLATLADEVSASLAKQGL
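Recombinant tau protein (human, 1 uM final) plus 30 uM ODS in HEPES pH 7.4 with NaCl, DTT and thioflavine S. Compound present from the start; fluorescence at 510 nm after 15 h, 37 C.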
USP2a inhib – inhibitors of human ubiquitin-specific protease USP2a; hit rate 0.1% among 60,000; O75604; AID 927; Potency, µM (titrated, usually from 38.3 µM), for the others: at the top dose activity change, negative = inhibition, actives largely listed as inhibitors; USP2a enzymatic assay, qHTS inhibition;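 note: potency is the fitted concentration of half-maximal effect; nearly all actives have a fitted effect of over 60% in size; plate controls were DMSO for no effect and NEM full inhibition control for full effect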
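USP2 core (20nM final) preincubated 30 min RT with compound, then Ub-PLA2 20nM and NBD C6-HPC 20uM final added; buffer 20mM Tris-HCl pH 8.0, 2mM CaCl2. Fluorescence Ex 460/Em 535 read at 0 and 2.5 h; normalized to NEM.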
Fluorescein autfl – compound autofluorescence in fluorescein spectral region | AID 593 | max fluorescein-equivalent concentration, M | Compound autofluorescence, 480/540 nm, fluorescein-equivalent; active compounds read high | hit rate 0.91% among 59,000; in the data active = max fluorescein-equivalent concentration above about 10 nM; inconclusive = between about 1.1 nM and that limit
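Values reflect compound autofluorescence, normalized to fluorescein on the same plate and reported at each tested concentration. Conditions: 100 mM Tris pH 8.0, room temperature, 15 min, excitation 480 nm, emission 540 nm.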
FLuc inh – firefly luciferase inhibition | AID 411 | purified firefly luciferase, luminescence, 8 min | Potency, µM (titrated, usually from 57.1 µM), for inactives: at the top dose activity change, negative = inhibition, actives largely listed as inhibitors | hit rate 2.2% among 72,000; note: potency is the fitted concentration of half-maximal effect; % is set by controls: 0 for no effect and ±100 for the full control effect; nearly all actives have a fitted effect of over 40% in size
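Substrate buffer containing 10 uM ATP (pH 7.2 imidazole, Mg2+, KCl, detergent, BSA) is dispensed, compound pinned in, then luciferase/luciferin detector mix added. After 8 min at ambient temperature, light output is measured.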
Caspase-7 inhib – allosteric or competitive inhibitors of human caspase-7; AID 889; recombinant caspase-7, Ac-DEVD-AFC fluorescence rate; Potency, µM (top dose mostly 57.5 µM), without a hit: at the top dose activity change, negative = inhibition, usual class: inhibitors; hit rate 0.02% among 75,000; P55210; active = well fitted inhibition curve with a large enough effect in the main read-out, with a control signal flat, not every such curve was filed as active; inconclusive = small, poorly fitted or top-dose-only effect, or a change in a side signal; note: potency is the fitted concentration of half-maximal effect; % of control where 0% means no effect
HEK293 cAMP cs – raises cAMP in parental HEK293 cells, TSHR agonist counter-screen | parental HEK293 CNG cAMP sensor, membrane potential fluorescence | Potency, µM (titrated, usually from 57.1 µM), for the others: at the highest dose activation, actives largely listed as activators | hit rate 2.5% among 73,000; note: potency is the fitted concentration of half-maximal effect; % of control where 0% means no effect; nearly all actives have a fitted effect of over 55% in size
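Counterscreen for endogenous-receptor signalling: CNG-channel HEK 293 cells report cAMP rise by membrane depolarization. After 60 min dye equilibration with 100 uM RO 20-1724, compounds incubated 30 min before bottom-read fluorescence at 590 nm.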
ERK AVP inh – inhibitors of vasopressin-stimulated ERK signaling pathway. HEK293-V1b, vasopressin-stimulated pERK AlphaScreen. Potency, µM (titrated, usually from 57.5 µM), for the others: top-dose activity, negative = inhibition, actives largely listed as inhibitors. hit rate 0.99% among 72,000; note: potency is the fitted concentration of half-maximal effect; % is set by controls: 0 for no effect and ±100 for the full control effect; nearly all actives have a fitted effect of over 55% in size
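V1b-HEK293 cells; cpd 30 min 37C; 25 nM vasopressin 5 min; lyse 10 min; AlphaScreen beads 5 hr RT. Normalized to DMSO basal and 25 nM vasopressin; AC50 by Hill fit.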
Caspase-1 inhib – blocks human caspase-1 allosterically or competitively; P29466; Caspase-1 enzyme, Ac-WEHD-AFC fluorogenic rate; Potency, µM (top dose mostly 57.5 µM), inactives show at the highest dose activity change, negative = inhibition, most hits filed as inhibitors; hit rate 0.03% among 75,000; AID 900;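 note: potency is the fitted concentration of half-maximal effect; plate controls were vehicle for no effect and no substrate for full effect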
Target sequence (P29466 120-297 limits assumed): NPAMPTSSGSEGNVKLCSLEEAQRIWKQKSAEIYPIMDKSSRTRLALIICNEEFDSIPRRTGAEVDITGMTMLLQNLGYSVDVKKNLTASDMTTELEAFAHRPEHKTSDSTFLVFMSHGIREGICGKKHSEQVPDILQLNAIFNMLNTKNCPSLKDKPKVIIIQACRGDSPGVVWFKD
Target sequence (P29466 317-404 limits assumed): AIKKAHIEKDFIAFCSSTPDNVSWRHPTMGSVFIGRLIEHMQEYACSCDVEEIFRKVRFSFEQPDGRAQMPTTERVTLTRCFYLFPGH
Texas Red fluor – Texas Red region autofluorescence; Compound fluorescence, Texas Red channel, 547/618 nm; active compounds read high; max dye-equivalent concentration, M; hit rate 0.06% among 59,000; in the data active = max dye-equivalent concentration above about 10 nM; inconclusive = between about 1.1 nM and that limit
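Compound titrations in 100 mM Tris pH 8.0 were incubated 15 min at room temperature and read at 547 nm excitation / 618 nm emission. Texas Red six-point standard curve on each plate converted fluorescence to dye-equivalent concentration.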
Rhodamine fluor – compound autofluorescence in rhodamine spectral region. AID 594. max dye-equivalent concentration, M. Rhodamine-region fluorescence, 547/598 nm, Tris buffer; active compounds read high. hit rate 0.05% among 59,000; in the data active = max dye-equivalent concentration above about 11 nM; inconclusive = between about 1.1 nM and that limit
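Steps: pin-transfer compounds into pH 8.0 Tris (100 mM), hold 15 min at room temperature, image with a 547/598 nm filter pair, and convert intensities to rhodamine-equivalent concentration using a six-point on-plate rhodamine series.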
* = called active by the depositor; i = inactive; ? = inconclusive; · = not tested or not shown; [ ] = remark or other dose. Unless noted, calls come from the whole dose curve; as a rule, active = well fitted curve in the direction sought with a large enough effect; inconclusive = small, poorly fitted or top-dose-only effect, or another doubt; inactive = no such curve, though single readings can be large; an effect the other way counts as inactive or inconclusive. Not all compounds are listed (hit frequency here may not be typical).

(1) Cc1ccc(-c2noc(CSc3nnnn3-c3ccccc3)n2)cc1
(2) CCCN1Cc2cccc(C(=O)Nc3cc(OC)cc(OC)c3)c2C1=O
(3) CCCCNC(=O)CS(=O)Cc1nc(-c2cccc(Cl)c2)oc1C (configuration not stated)
(4) O=C(NCc1cccs1)c1nc2c(nnn2Cc2ccc(F)cc2)c(=O)[nH]1
(5) NC(=O)C1(N2CCCCC2)CCN(C(=O)c2ccc(-n3cnnn3)cc2)CC1
(6) Cc1cc(=O)oc2cc(OCC(=O)OCC(=O)N3CCc4ccccc43)ccc12
assay / compound | 1 | 2 | 3 | 4 | 5 | 6
HADH2 inh | -5% | 18% | -6% | 1% | 4% | 4%
Tau filament bind | 14% | 8% | 0% | -4% | 5% | -12%
USP2a inhib | -2% | 29% | · | · | -5% | 6%
Fluorescein autfl | · | ? | · | i | i | i
FLuc inh | -3% | -2% | -2% | 1% | 0% | -1%
Caspase-7 inhib | -2% | 0% | -2% | 1% | -1% | ?
HEK293 cAMP cs | ? | ? | 19% | 28% | -1% | -7%
ERK AVP inh | 51%[activator] | -8% | -14% | -18% | -8% | ?
Caspase-1 inhib | -3% | 3% | -1% | -3% | 1% | -4%
Texas Red fluor | · | i | · | i | i | i
Rhodamine fluor | · | i | · | i | i | i

(7) Cc1ccc(S(=O)(=O)Nc2ccc(S(=O)(=O)N3CCCC3)cc2)cc1
(8) CCC1CCCCN1C(=O)COC(=O)c1ccc(S(=O)(=O)N2CCOCC2)cc1 (configuration not stated)
(9) CCC/C=C(\CCC)C(NS(=O)(=O)c1ccc(-c2ccccc2)cc1)c1ccc(C(=O)OC)cc1 (configuration not stated)
(10) Cc1cc(Cl)ccc1Nc1sc(C(=O)c2cc3cc(Cl)ccc3o2)c(N)c1C#N
(11) CC(=O)Nc1ccc(S(=O)(=O)N2CCC(c3nc4ccccc4[nH]3)CC2)cc1
(12) CCC1Oc2ccccc2N(CC(=O)NCCC2=CCCCC2)C1=O (configuration not stated)
assay / compound | 7 | 8 | 9 | 10 | 11 | 12
HADH2 inh | ? | 7% | 6% | 1%[11.4 µM] | 7% | 3%
Tau filament bind | 12% | -9% | 17% | 3.2µM* | -2% | 1%
USP2a inhib | -3% | 2% | · | · | · | -1%
Fluorescein autfl | i | i | · | ? | i | i
FLuc inh | 4% | 1% | · | 2%[11.4 µM] | 0% | -1%
Caspase-7 inhib | 7% | 0% | 0% | -8%[11.5 µM] | 1% | 0%
HEK293 cAMP cs | -8% | -5% | 18% | 13%[11.4 µM] | -9% | ?
ERK AVP inh | 4% | 7% | 21% | -9%[11.5 µM] | 0% | 11%
Caspase-1 inhib | -1% | 1% | -2% | -3%[11.5 µM] | 1% | 2%
Texas Red fluor | ? | ? | · | i | i | ?
Rhodamine fluor | i | i | · | i | i | i

Tau filament bind, entries above that show a hit
No. | structure | HADH2 inh | Tau filament bind | FLuc inh | Caspase-7 inhib | Caspase-1 inhib | Texas Red fluor | Rhodamine fluor
10 | Cc1cc(Cl)ccc1Nc1sc(C(=O)c2cc3cc(Cl)ccc3o2)c(N)c1C#N | 1%[11.4 µM] | 3.2µM* | 2%[11.4 µM] | -8%[11.5 µM] | -3%[11.5 µM] | i | i

Next part.
(13) COC(=O)[C@H](Cc1ccccc1)NC(=O)NCC1CCCO1 (some centres not stated)
(14) O=C(CN1CCOCC1)NC1CC2CCC1C2 (configuration not stated)
(15) COc1ccc(CNC(=O)Cn2nc(-c3ccc4c(c3)OCCO4)ccc2=O)cc1
(16) O=C(O)CCc1ccc(-c2ccccc2)[nH]1
(17) COC(F)(C(=O)Nc1ccc2c(c1)C(=O)NC2=O)C(F)(F)F (configuration not stated)
(18) COc1cc(NC(=O)Nc2ccccc2)c(OC)cc1NC(=O)CN1CCCCC1
assay / compound | 13 | 14 | 15 | 16 | 17 | 18
HADH2 inh | -6% | -2% | -14% | -25%[11.4 µM] | 3% | 8%
Tau filament bind | -4% | 3% | -7% | -7%[11.4 µM] | 2% | ?
USP2a inhib | -3% | 1% | 20% | · | 9% | 17%
Fluorescein autfl | i | i | i | i | i | i
FLuc inh | -1% | 0% | -5% | 1%[11.4 µM] | 1% | -6%
Caspase-7 inhib | 0% | 0% | 1% | -9%[11.5 µM] | 0% | -2%
HEK293 cAMP cs | 6% | 1% | 6% | 11%[11.4 µM] | 8% | -44%[inhibitor]
ERK AVP inh | 9% | -3% | -21% | -7%[11.5 µM] | 2% | -19%
Caspase-1 inhib | -2% | 0% | -2% | -7%[11.5 µM] | -3% | -5%
Texas Red fluor | i | i | ? | i | i | i
Rhodamine fluor | i | i | i | i | i | i

(19) COc1ncc2nc(C)c(=O)n(CCC#N)c2n1
(20) CCC(=O)Nc1ccc(-c2nnc(SCC(=O)Nc3nccs3)n2C)cc1
(21) COc1ccccc1Nc1nc(C)cc(=O)[nH]1
(22) Cc1nnc(S(=O)(=O)c2ccc(N=Nc3c(N)nc(N)nc3N)cc2)s1
(23) CCN=C1SC(C(=O)Nc2cccc(C(=O)O)c2)CC(=O)N1CC (configuration not stated)
(24) CC(=O)N1CCCc2cc(S(=O)(=O)N3CCN(c4ccccn4)CC3)ccc21
assay / compound | 19 | 20 | 21 | 22 | 23 | 24
HADH2 inh | -18% | 2% | -3% | -3%[11.4 µM] | ? | -8%
Tau filament bind | -7% | 17% | 13% | 6%[11.4 µM] | 3% | 2%
USP2a inhib | -14% | 2% | 3% | · | 4% | 4%
Fluorescein autfl | i | i | i | i | i | i
FLuc inh | 0%[11.4 µM] | -2% | 0% | 0%[11.4 µM] | 2% | -1%
Caspase-7 inhib | -1% | 0% | 3% | -2%[11.5 µM] | -4% | 0%
HEK293 cAMP cs | -8% | -3% | 0% | 3%[11.4 µM] | 2% | 16%
ERK AVP inh | ? | 5% | 10% | -12%[11.5 µM] | 2% | 23%
Caspase-1 inhib | 1% | 1% | 4% | 1%[11.5 µM] | -1% | 2%
Texas Red fluor | i | i | ? | i | i | i
Rhodamine fluor | i | i | i | i | i | i

(25) Cc1sc(CO)c(Sc2ccccc2)c1C(=O)O
(26) O=C1NCC(CN(c2ccccc2)c2ccccc2)O1 (configuration not stated)
(27) CCCNC(=O)Cc1ncn[nH]1
(28) CCC(C)NC(=O)CCS(=O)(=O)c1ccc2c(c1)n(C)c(=O)c(=O)n2C (configuration not stated)
(29) Cn1c(=O)c2c(nc(Oc3ccccn3)n2C)n(C)c1=O
(30) COc1cccc(C2c3c(oc4ccc(Cl)cc4c3=O)C(=O)N2c2cc(C)on2)c1OC (configuration not stated)
assay / compound | 25 | 26 | 27 | 28 | 29 | 30
HADH2 inh | -2% | -16% | 0% | 7% | 8% | -5%
Tau filament bind | 7% | -4% | -11% | 18% | -5% | -23%
USP2a inhib | 1% | 5% | 0% | · | 1% | 17%
Fluorescein autfl | i | i | i | · | i | ?
FLuc inh | 2% | 5% | 2% | 3% | 1% | 4%
Caspase-7 inhib | 1% | -2% | 1% | 0% | 2% | -3%
HEK293 cAMP cs | 4% | 6% | 4% | 11% | 24% | 23%
ERK AVP inh | 6% | -21% | 4% | 9% | 0% | 7%
Caspase-1 inhib | 3% | 1% | 0% | -2% | -1% | -4%
Texas Red fluor | ? | i | i | · | i | i
Rhodamine fluor | i | i | i | · | i | i

(31) COc1ccccc1CNS(=O)(=O)c1cccc(S(=O)(=O)N2CCOCC2)c1
(32) COc1ccccc1CN(Cc1cc2cc(C)cc(C)c2[nH]c1=O)Cc1nnnn1CC1CCCO1 (configuration not stated)
(33) Cc1c(/C(O)=C2/C(=O)C(=O)N(CCN3CCOCC3)C2c2ccco2)cnn1-c1ccccc1 (configuration not stated)
(34) O=C1OCc2ccc(NC(=O)C3CCCCC3)cc21
(35) O=C(NC(Cc1ccccc1)C(=O)O)c1ccccc1 (configuration not stated)
(36) O=C1CCCCCN1CP(=O)(O)CCc1ccccc1
(37) S=c1[nH]c2ncccc2o1
(38) CCCCN(C)C(=O)c1cn(C)c2ccc(S(=O)(=O)N(C)C)cc2c1=O
assay / compound | 31 | 32 | 33 | 34 | 35 | 36 | 37 | 38
HADH2 inh | -2% | -8% | -21% | 0% | 6% | -6% | ? | -7%
Tau filament bind | 0% | 13% | 18% | 7% | -17% | -14% | -1% | 2%
USP2a inhib | 2% | · | 11% | 1% | 14% | -7% | -14% | ·
Fluorescein autfl | ? | i | ? | i | i | · | i | ·
FLuc inh | 1% | 3% | -21% | 1% | -3% | 2% | 2% | -2%
Caspase-7 inhib | 1% | -1% | -3% | -3% | 0% | -1% | -1% | 0%
HEK293 cAMP cs | -7% | ? | -2% | 16% | -3% | 5% | 5% | -1%
ERK AVP inh | 9% | -16% | -8% | -16% | 27% | 4% | -6% | -29%
Caspase-1 inhib | -1% | -6% | -2% | -1% | 0% | 1% | -1% | 0%
Texas Red fluor | i | i | ? | i | ? | · | i | ·
Rhodamine fluor | i | i | i | i | i | · | i | ·

High-throughput results (PubChem)
